TDP1 cell noCPT: qHTS for Inhibitors of human tyrosyl-DNA phosphodiesterase 1 (TDP1): qHTS in cells in absence of CPT | DT40 Tdp1-/- hTDP1 cells, no CPT, ATP luminescence, 48 h | Potency, µM (highest dose often 46.2 µM), for the others: at the top dose activity change, negative = growth inhibition, usual class: inhibitors | hit rate 15% among 420,000 | AID 686978, 2013; note: nearly all actives have a fitted effect of over 55% in size
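Growth of hTDP1-complemented DT40 Tdp1-knockout cells is measured by ATP luminescence after at least 48 hr compound exposure at 37 °C, with DMSO substituting for the 20 nM CPT used in the parallel screen.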
TDP1 inh: inhibitors of human tyrosyl-DNA phosphodiesterase TDP1; hit rate 0.28% among 350,000; Q9NUW8; recombinant TDP1, AlphaScreen DNA substrate cleavage; AID 485290; Potency, µM (highest dose often 130 µM), for inactives: at the highest dose activity change, negative = inhibition, most hits filed as inhibitors; note: nearly all actives have a fitted effect of over 40% in size
Target sequence (Q9NUW8 whole entry, looked up): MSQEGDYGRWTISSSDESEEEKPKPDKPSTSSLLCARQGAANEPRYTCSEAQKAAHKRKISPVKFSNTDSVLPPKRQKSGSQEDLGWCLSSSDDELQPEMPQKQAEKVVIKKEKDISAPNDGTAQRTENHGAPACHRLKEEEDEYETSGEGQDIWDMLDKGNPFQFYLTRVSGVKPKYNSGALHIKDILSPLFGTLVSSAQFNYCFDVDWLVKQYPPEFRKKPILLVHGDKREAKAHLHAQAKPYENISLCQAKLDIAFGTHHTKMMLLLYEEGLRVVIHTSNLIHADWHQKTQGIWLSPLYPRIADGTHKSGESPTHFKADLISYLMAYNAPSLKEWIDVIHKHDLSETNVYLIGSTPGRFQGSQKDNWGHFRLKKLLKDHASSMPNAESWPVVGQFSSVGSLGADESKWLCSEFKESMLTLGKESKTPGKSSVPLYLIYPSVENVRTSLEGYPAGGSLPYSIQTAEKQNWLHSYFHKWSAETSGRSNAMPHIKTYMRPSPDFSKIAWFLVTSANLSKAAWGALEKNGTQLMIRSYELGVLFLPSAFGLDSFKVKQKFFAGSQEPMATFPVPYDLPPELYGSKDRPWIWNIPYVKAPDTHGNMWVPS
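Steps: enzyme plus compound, 15 min RT; add biotin/phosphotyrosine-FITC oligonucleotide (15 nM final), react 5 min; add donor/acceptor beads (10 ug/ml final), 10 min; read AlphaScreen. Tdp1 at 1 nM final.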
TDP1 cell CPT: growth inhibition of DT40 Tdp1-/-;hTDP1 cells with camptothecin (screen for TDP1 inhibitors); Potency, µM (highest dose often 46.2 µM), without a hit: top-dose activity change, negative = growth inhibition, usual class: inhibitors; hit rate 12% among 420,000; chicken DT40 Tdp1-/-;hTDP1 cells + 20 nM CPT, ATP luminescence, 48 h; note: nearly all actives have a fitted effect of over 55% in size
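Cell growth measured by CellTiter-Glo luminescence after a minimum 48 h, 37 C compound exposure with 20 nM CPT in Tdp1-knockout DT40 cells stably expressing hTDP1, seeded 400/well; qHTS titration format.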
Numbers without * were called inactive; ? = inconclusive; . = no result given; [ ] = dose if it differs, or a comment. Calls come from the whole dose curve; as a rule, active = well fitted curve in the direction sought with a large enough effect; inconclusive = small, poorly fitted or top-dose-only effect, or another doubt; inactive = no such curve, though single readings can be large; an effect the other way counts as inactive or inconclusive. % is set by controls: 0 for no effect and ±100 for the full control effect; potency is the fitted concentration of half-maximal effect.

The first 7 entries, to show the layout:
SMILES	TDP1 cell noCPT	TDP1 inh	TDP1 cell CPT
Cc1cc(C)c(NC(=O)CSc2nc3c(c(=O)n2C)SC(C)C3)c(C)c1 (stereo not given)	13µM*	-1%	21µM*
Cc1ccc(SCC(=O)OC(C)C(=O)NCc2ccccc2)cc1C (stereo not given)	-7%	.	-6%
CNC(=O)NC(=O)CN1C(=O)NC2(CCOc3ccccc32)C1=O (stereo not given)	-1%	.	22%
CC1CCC(C(O)(C(=O)c2ccccc2)c2ccccc2)C(=O)C1 (stereo not given)	?	.	?
O=C1CC(SC2=NCCS2)C(=O)N1c1ccc(Br)cc1 (stereo not given)	-26%	3%	1%
CCOc1cc(N2CCOCC2)c(OCC)cc1NC(=O)CSc1nc(N)cc(=O)[nH]1	1%	-1%	3%
C/C(=N\OCC(=O)Nc1ccc(F)c(F)c1F)c1cc2ccccc2o1	-16%	0%	-8%

The listing, previewed entries included:
SMILES	TDP1 cell noCPT	TDP1 inh	TDP1 cell CPT
Cc1cc(C)c(NC(=O)CSc2nc3c(c(=O)n2C)SC(C)C3)c(C)c1 (stereo not given)	13µM*	-1%	21µM*
Cc1ccc(SCC(=O)OC(C)C(=O)NCc2ccccc2)cc1C (stereo not given)	-7%	.	-6%
CNC(=O)NC(=O)CN1C(=O)NC2(CCOc3ccccc32)C1=O (stereo not given)	-1%	.	22%
CC1CCC(C(O)(C(=O)c2ccccc2)c2ccccc2)C(=O)C1 (stereo not given)	?	.	?
O=C1CC(SC2=NCCS2)C(=O)N1c1ccc(Br)cc1 (stereo not given)	-26%	3%	1%
CCOc1cc(N2CCOCC2)c(OCC)cc1NC(=O)CSc1nc(N)cc(=O)[nH]1	1%	-1%	3%
C/C(=N\OCC(=O)Nc1ccc(F)c(F)c1F)c1cc2ccccc2o1	-16%	0%	-8%
O=c1[nH]n2c(=O)c3c([nH]c2c1N=Nc1cccc(C(F)(F)F)c1)CCCC3	?	10%	-7%
CCc1nnc(NC(=O)CSc2nnc(-c3c[nH]c4ccccc34)n2C)s1	-3%	3%	-29%
Nc1cc(=O)[nH]c(SCc2cccc3ccccc23)n1	-13%	.	-29%
O=C(N/N=C/c1cccnc1)c1cc2ccccc2o1	-22%	5%	-3%
CN(Cc1ccccc1N1CCCC1)C(=O)c1cc2cc(Cl)ccc2o1	-15%	6%[56.1 µM]	12µM*
O=C(c1ccccc1F)N1CCN=C1SCc1cccnc1	-8%	8%	-2%
CCN(CC)CCC(c1ccc(OC)cc1)c1c(O)cc(OC)cc1OC (stereo not given)	?	5%	21µM*
COc1cccc(NC(=O)CN(C)C(=O)c2ccc(-c3ccc(Cl)cc3)o2)c1	?	.	?

In the list so far, these have an aryl methoxy group:
SMILES	TDP1 cell noCPT	TDP1 inh	TDP1 cell CPT
CCN(CC)CCC(c1ccc(OC)cc1)c1c(O)cc(OC)cc1OC (stereo not given)	?	5%	21µM*
COc1cccc(NC(=O)CN(C)C(=O)c2ccc(-c3ccc(Cl)cc3)o2)c1	?	.	?

Additional records.
SMILES	TDP1 cell noCPT	TDP1 inh	TDP1 cell CPT
Cc1ccc(S(=O)(=O)N/N=C/c2ccc(C#N)cc2)cc1	?	.	-11%
COCCN(CCOC)Cc1c(O)ccc2c1O/C(=C\c1ccco1)C2=O	?	.	?
CC(=O)N[C@@H](Cc1c[nH]c2ccccc12)C(=O)O	3%	-7%	-1%
COc1ccc(-c2nnc(SCC(=O)NC3CCCC3)nc2-c2ccc(OC)c(OC)c2)cc1OC	21µM*	-1%	18µM*
CCOC(=O)c1cc(C(=O)NN)c(C)nc1C	8%	3%	1%
O=C(COc1ccccc1)N(Cc1ccco1)c1ccc(O)cc1	?	8%	?
Cc1ccc(S(=O)(=O)NC(=O)NCc2ccc3c(c2)OCO3)cc1	-6%	1%	8%
O=C(N=C1SC2CS(=O)(=O)CC2N1c1cc(Cl)ccc1Cl)C1CC1 (stereo not given)	?	-1%	?
CCOC(=O)CSc1ccc(C(=O)Nc2ccc(OC)cc2)cn1	?	0%	-6%
N#Cc1cccc(NC(=O)C2CCN(c3ncccn3)CC2)c1	3%	0%	-16%
CCOC(=O)c1cnc2c(C)cc(C)cc2c1NCCc1ccc(OC)c(OC)c1	23µM*	.	21µM*
CN(C)S(=O)(=O)N(CC(=O)NCCSc1ccccc1)c1ccccc1	?	0%	?
Cc1ccc2occ(/C=C/C(=O)c3ccccc3O)c(=O)c2c1	?	4%	18µM*
CCc1nn2c(=O)cc(CSc3nc(C)cc(=O)[nH]3)nc2s1	-2%	2%	-2%
Cc1ccc(NC(=O)Nc2ccccc2F)cc1S(=O)(=O)N1CCOCC1	?	1%	?
O=C(Nc1ccc(C(=O)O)cc1)Nc1cccc([N+](=O)[O-])c1	-18%	5%	-8%
CCN(c1cccc(C)c1)C(C(=O)Nc1ccc(OC)cc1)c1cc2c(cc1[N+](=O)[O-])OCO2 (stereo not given)	-2%	9%	8%
CCCn1c(CN2CCN(C(=O)OCC)CC2)nc2c1c(=O)n(C)c(=O)n2C	5.2µM*	.	8.2µM*
CCOc1ccc(NC(=O)CSc2nc3ccsc3c(=O)n2CCC(=O)O)cc1	24%	1%	-3%
Cc1cc(C(F)(F)F)c(C#N)c(N2CCOCC2)n1	?	3%	?
CC(C)C[C@H]1COc2cccc(N3CCC[C@@H]3CO)c2S(=O)(=O)N1	-29%	.	-16%
CC(C)c1cc(C(=O)O)n(-c2ccccc2)n1	-11%	0%	-9%
N#CC1(NC(=O)CSc2ccccn2)CCCCC1	-6%	0%[0.505 µM]	7%
O=C(NCCc1ccccc1)c1ccc(Cl)cc1[N+](=O)[O-]	-14%	.	-2%
COc1ncc2nc(-c3cc(F)cc(F)c3)c(=O)n(C3CC3)c2n1	1%	.	4%
Cn1ncc(Cl)c1C(=O)N/N=C/c1cc2c(cc1[N+](=O)[O-])OCO2	17%	0%	-13%
O=C1CCCN1c1ccc(S(=O)(=O)Nc2ccc3c(c2)OCCO3)cc1	2.9µM*	2%	3.3µM*
CCN(CC)c1ccc2cc(-c3nc4sc5c(c4c(=O)[nH]3)CCC(C(C)(C)C)C5)c(=O)oc2c1 (stereo not given)	-6%	1%	3%
CCOC(=O)C1=C(c2ccccc2)NC(=O)NC1c1ccc(OC)cc1OC (stereo not given)	-19%	.	-20%
CSCCNC(=O)Nc1c(-c2c(Cl)cccc2Cl)noc1C	-2%	0%	7%
CCOC(=O)c1cnn(-c2cc(C(C)(C)C)nc3c(-c4ccccc4)c(C)nn23)c1N	-11%	1%	?
CCn1c(SCC(=O)Nc2ccc(OC)cc2)nc2nc3c(cc2c1=O)CCCC3	23µM*	3%	?
C[C@@]12C(=O)Nc3cc(Cl)ccc3C(=O)N1[C@H]1c3cc(Cl)ccc3OC[C@@H]1[C@@H]2c1ccccc1	?	1%	18µM*
Cc1nn(C)c(=O)c(N)c1-c1cc(-c2ccc(Cl)c(Cl)c2)n[nH]1	6.5µM*	4%	13µM*
COc1cccc(-c2cc(C(=O)NCCCn3ccnc3)no2)c1	-18%	2%	-8%
Cc1ccc(S(=O)(=O)c2cc(O)ccc2O)cc1C	-28%	-11%	?
CCC1Oc2ccccc2N(CC(=O)Nc2ccccc2OC)C1=O (stereo not given)	-17%	6%	-8%
COc1ccc2c(C)c(CCC(=O)NCc3cccc(Cl)c3)c(=O)oc2c1	?	4%	?
CC(C)(C)OC(=O)N1CCC(C(=O)N[C@@H](Cc2ccccc2)C(=O)O)CC1	-2%	0%	2%
COc1ccc(F)cc1S(=O)(=O)NC1CC(C)(C)NC(C)(C)C1	-8%	4%	-8%
Cc1cc(NC(=O)C2CCN(S(=O)(=O)c3cccs3)CC2)no1	?	2%	-76%
CCCc1c(C(=O)Nc2ccc(F)cc2)cnn1-c1ccccc1	15µM*	.	15µM*
CN(c1ccccc1)S(=O)(=O)c1cccc(C(=O)N2CCCCCC2)c1	21µM*	-6%	16µM*
COc1ccc(/C=N/NC(=O)c2c(C)n(C)c3ccc(OC)cc23)c(OC)c1	?	3%	-26%
Cn1ccsc1=NC(=O)c1cccc(OC(F)F)c1	?	.	0%
CCCC(=O)Nc1c2c(nn1-c1cccc(Cl)c1)CS(=O)(=O)C2	40%[activator]	4%	-1%
Cc1ccc(Cl)cc1N1CCN(C(=O)c2ccc(CS(=O)(=O)c3ccccc3C)o2)CC1	18µM*	3%	?
CCN(CC)c1cc(C)c2cc(NC(=O)c3cccc(OC)c3)ccc2n1	?	3%	?
O=C(COC(=O)c1ccco1)NCc1ccco1	15%	-2%	-16%
CCOC(=O)C1=C[C@@H](c2ccccc2)N(S(=O)(=O)c2ccc(C)cc2)[C@H]1c1ccccc1Cl	26µM*	.	?
Cc1ccc(S(=O)(=O)N2CCOCC2)cc1C(=O)N1CC(C)CC(C)C1 (stereo not given)	?	1%	-27%
COc1cccc(N(C(=O)c2snc(C(N)=O)c2N)C(C(=O)NCC2CCCO2)c2ccc(C)o2)c1 (stereo not given)	?	12%	-25%
Cc1ccc(NC(=O)CC2C(=O)N(Cc3ccccc3)C(=S)N2NC(=O)c2cccc(F)c2)c(C)c1 (stereo not given)	?	0%	?
COc1cccc(CNc2nc(NCC3CC3)nc3ccsc23)c1OC	15µM*	.	9.2µM*
Cc1ccc(CNC(=O)CCCCCn2c(=O)c3sccc3n(CC(=O)Nc3ccc(C)c(F)c3)c2=O)cc1	?	4%	-5%
Cc1cc(C)c(O)c(NC(=S)NC(=O)Cc2ccccc2)c1	?	.	?
CCOC(=O)C1=NOC2(C1)C(=O)Nc1ccc(OC(F)(F)F)cc12 (stereo not given)	16µM*	.	?
Cc1cccc(-n2ncc(C(=O)N3CCN(c4ccc(Cl)cc4)CC3)c2C2CCN(C(=O)OC(C)(C)C)CC2)c1	9.2µM*	2%	15µM*
CC(C)N(Cc1nccn1C)C(=O)c1cc(COc2ccc3ncccc3c2)on1	10µM*	5%	?
CCOC(=O)CN(C(=O)c1snc(C(N)=O)c1N)C(C(=O)NC1CCCCC1)c1ccc(F)cc1 (stereo not given)	7%	.	5%

New compounds follow
SMILES	TDP1 cell noCPT	TDP1 inh	TDP1 cell CPT
CCCNC(=O)C1(C)CCN(CCC(=O)c2ccc(Br)cc2)C1 (stereo not given)	3.3µM*	.	2.6µM*
O=C(NCC1(c2ccccc2)CCOCC1)c1ccc(Br)o1	?	1%	-20%
CCCCn1c(N)c(N(CCC(C)C)C(=O)c2oc3ccc(OCC)cc3c2C)c(=O)[nH]c1=O	?	-10%	?
Cc1ccc(S(=O)(=O)NC(C(=O)O)c2ccccc2)cc1 (stereo not given)	5%	5%	4%
CCC(C)N=Cc1c(NCc2ccco2)nc2c(C)cccn2c1=O (stereo not given)	-16%	-8%	-4%
CC(=O)Nc1ccc(S(=O)(=O)NCC(=O)OCC(=O)NC(=O)C2CCCCC2)cc1	-11%	-5%	-8%
COC(=O)CCCn1cc(CN2CC(N3CCN(C4CCN(C)CC4)CC3)CS2(=O)=O)nn1 (stereo not given)	-21%	.	7%
O=C(Nc1ccc(NC(=O)c2ccco2)nc1)c1cccc(F)c1	-20%	-19%	6%
CCC1CSC(Nc2ccc(C(=O)/C=C/c3cccc(C)c3)cc2)=N1 (stereo not given)	15µM*	3%	16µM*
CCOC(=O)c1ccccc1NS(=O)(=O)c1c(C)nc2sccn2c1=O	?	.	-7%
O=C(NCc1cccs1)C1CCCCC1	4%	2%	-7%
O=C(Cc1ccccc1)NN1C(=O)/C(=C/c2ccc(C(=O)O)cc2)SC1=S	13%	1%	-13%
COc1ccccc1C(=O)Nc1ccnn1C1CCN(C/C=C/c2ccc(F)cc2)CC1	?	-2%	?
COC(=O)c1ccccc1COc1cccn2c(N(C)C(=O)CCC3CCCC3)c(C)nc12	?	.	?
Cc1c(C(=O)Nc2ccncc2)sc2nc(-c3ccc(F)cc3)cn12	5.2µM*	-4%	7.3µM*
COc1cccc(NC(=O)CN(C)C(=O)CC2CCCCC2)c1	1%	0%	-10%
Cc1cc(C)cc(NC(=O)C(NCCN2CCOCC2)c2ccccc2)c1 (stereo not given)	?	-7%	?
CC(C)NS(=O)(=O)c1ccc2[nH]c3nc(SCC(=O)Nc4ccc(F)c(F)c4)nnc3c2c1	?	.	?
CCCN(Cc1cc2ccc(C)cc2[nH]c1=O)S(=O)(=O)c1ccccc1	?	3%	-23%
CC(NC(=O)Cn1cc(Br)c([N+](=O)[O-])n1)c1ccccc1 (stereo not given)	?	.	-13%
c1ccc(-c2cn3nc(-c4ccccc4)c(-c4ccccc4)nc3n2)cc1	?	?	?

Screens (PubChem BioAssay)
